Pol eta inh: qHTS for Inhibitors of Polymerase Eta; DNA polymerase eta (Homo sapiens), Q9Y253; recombinant Pol eta, fluorescent DNA replication assay; Potency, µM (series often up to 114 µM), without a hit: top-dose activity change, negative = inhibition, most hits filed as inhibitors; actives 1.2% (n = 390,000); note: potency is the fitted concentration of half-maximal effect; % is set by controls: 0 for no effect and ±100 for the full control effect
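Pol eta at 10 nM preincubated with compounds 15 min at room temperature; reaction started with fluorescent substrate (50 nM final) and read kinetically at 0 and 10 min.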
Pol iota inh: qHTS for Inhibitors of Polymerase Iota; Pol iota fluorescent replication assay, 10 min; actives 1% (n = 390,000); DNA polymerase iota (Homo sapiens), Q9UNA4; Potency, µM (titrated, usually from 115 µM), for inactives: at the highest dose activity, negative = inhibition, most hits filed as inhibitors; note: potency is the fitted concentration of half-maximal effect
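Fluorescent replication assay read twice, at 0 min and 10 min after adding 50 nM (final) substrate. Enzyme (10 nM) and compounds were first incubated 15 min at room temperature; enzyme-free buffer wells were negative controls.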
Pol beta inh: qHTS Assay for Inhibitors of DNA Polymerase Beta | actives 1.3% (n = 340,000) | Potency, µM (highest dose often 114 µM), inactives show at the top dose activity change, negative = inhibition, usual class: inhibitors | AID 485314, 2010 | Pol beta primer extension/strand displacement, fluorescence kinetic; note: potency is the fitted concentration of half-maximal effect; % is set by controls: 0 for no effect and ±100 for the full control effect
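Curves were derived by four-parameter Hill fits of normalized qHTS data. The kinetic fluorescent primer-extension read was taken at 0 and 10 min after 50 nM substrate, following a 15 min room-temperature preincubation of 10 nM enzyme with compounds.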
Apoferritin bind: qHTS Assay for Identification of Novel General Anesthetics; Ferritin light chain (Equus caballus), P02791; Potency, µM (highest dose often 77.5 µM), for the others: at the top dose activity change, negative = displacement, actives largely listed as inhibitors; apoferritin/1-aminoanthracene competitive binding, fluorescence; actives 0.074% (n = 350,000); note: potency is the fitted concentration of half-maximal effect; % is set by controls: 0 for no effect and ±100 for the full control effect; nearly all actives have a fitted effect of over 20% in size
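Read-out: endpoint 1-AMA fluorescence, excitation 380 nm and emission 535 nm, after compounds sit 10 min at room temperature with 10 uM horse-spleen apoferritin in 50% saturated 1-AMA/PBS. Values come from four-parameter Hill fits.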
LDHA inh: qHTS assay for inhibitors of human lactate dehydrogenase. L-lactate dehydrogenase A chain (Homo sapiens), P00338. purified LDHA, NADH/diaphorase-resazurin fluorescence; active compounds read low. activity change, % (values are at about 110 or 230 µM). actives 0.15% (n = 480,000); in the data active = activity change below about -30%; inconclusive = mostly about -25% to -30%;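 note: plate controls were DMSO wells for no effect and wells without enzyme for full effect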
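Remaining NADH was detected by diaphorase (0.133 mg/mL) converting 37 µM resazurin to fluorescent resorufin, read at 0 and 20 minutes. The preceding 5-minute room-temperature reaction used 2 nM LDHA, 0.2 mM sodium pyruvate and 0.06 mM NADH at pH 7.4.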
Glioma ERSR ind: qHTS for Inducers of the Endoplasmic Reticulum Stress Response (ERSR) in Human Glioma: qHTS; actives 0.02% (n = 420,000); AID 602332, 2012; Potency, µM, inactives show top-dose activation, usual class: activators; U87-MG GRP78 promoter luciferase reporter, 16 h; note: potency is the fitted concentration of half-maximal effect; series mostly up to about 76 µM; % of control where 0% means no effect; nearly all actives have a fitted effect of over 35% in size
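Stably transfected U87-MG glioma cells carrying a GRP78-based luciferase sensor; 16 h compound incubation. Luminescence end-point read 10 min after Bright-Glo addition at room temperature.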
BLM inh: qHTS Assay for Inhibitors of Bloom's syndrome helicase (BLM) | recombinant BLM DNA unwinding, fluorescence dequenching | RecQ-like DNA helicase BLM (Homo sapiens), P54132 | AID 2528, 2010 | Potency, µM (highest dose often 56.1 µM), for the others: at the top dose activity change, negative = inhibition, hits mostly inhibitors | actives 0.2% (n = 350,000);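 note: potency is the fitted concentration of half-maximal effect; plate controls were vehicle for no effect and no enzyme for full effect; nearly all actives have a fitted effect of over 35% in size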
Target sequence (P54132 whole entry, looked up): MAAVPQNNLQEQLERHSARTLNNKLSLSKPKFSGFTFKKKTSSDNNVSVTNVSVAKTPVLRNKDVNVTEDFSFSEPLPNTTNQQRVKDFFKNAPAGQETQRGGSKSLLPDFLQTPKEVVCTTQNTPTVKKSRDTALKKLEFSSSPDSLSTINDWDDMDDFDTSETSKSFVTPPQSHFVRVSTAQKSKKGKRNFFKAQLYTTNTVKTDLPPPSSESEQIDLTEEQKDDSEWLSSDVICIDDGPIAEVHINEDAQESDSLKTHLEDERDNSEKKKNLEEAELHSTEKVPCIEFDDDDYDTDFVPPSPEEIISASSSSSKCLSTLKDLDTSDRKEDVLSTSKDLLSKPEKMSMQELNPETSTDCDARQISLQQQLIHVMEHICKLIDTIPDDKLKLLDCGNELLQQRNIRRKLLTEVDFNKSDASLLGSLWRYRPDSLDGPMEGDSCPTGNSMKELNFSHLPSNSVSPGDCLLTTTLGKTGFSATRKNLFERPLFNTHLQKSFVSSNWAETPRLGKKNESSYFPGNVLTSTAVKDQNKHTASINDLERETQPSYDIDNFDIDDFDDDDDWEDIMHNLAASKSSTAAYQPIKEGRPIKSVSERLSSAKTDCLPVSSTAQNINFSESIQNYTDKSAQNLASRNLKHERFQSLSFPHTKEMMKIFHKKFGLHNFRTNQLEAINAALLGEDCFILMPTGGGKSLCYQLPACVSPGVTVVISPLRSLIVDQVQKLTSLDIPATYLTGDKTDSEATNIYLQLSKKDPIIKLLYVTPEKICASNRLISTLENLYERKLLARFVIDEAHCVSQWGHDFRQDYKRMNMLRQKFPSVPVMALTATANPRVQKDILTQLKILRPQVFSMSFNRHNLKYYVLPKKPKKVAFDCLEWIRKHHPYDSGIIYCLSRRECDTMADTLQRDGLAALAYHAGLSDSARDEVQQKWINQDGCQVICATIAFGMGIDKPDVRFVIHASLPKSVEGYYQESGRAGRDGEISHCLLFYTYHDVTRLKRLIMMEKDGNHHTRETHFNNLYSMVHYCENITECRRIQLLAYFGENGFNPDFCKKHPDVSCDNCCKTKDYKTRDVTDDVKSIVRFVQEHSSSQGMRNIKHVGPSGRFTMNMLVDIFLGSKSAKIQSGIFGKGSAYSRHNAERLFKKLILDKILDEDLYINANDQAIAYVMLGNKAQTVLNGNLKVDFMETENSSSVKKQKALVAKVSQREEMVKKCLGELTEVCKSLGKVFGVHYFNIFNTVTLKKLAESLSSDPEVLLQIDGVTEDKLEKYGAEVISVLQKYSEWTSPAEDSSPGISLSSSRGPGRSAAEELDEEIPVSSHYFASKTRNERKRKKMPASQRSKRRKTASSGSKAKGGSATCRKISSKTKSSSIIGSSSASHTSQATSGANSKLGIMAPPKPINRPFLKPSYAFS
Pol kappa inh: qHTS for Inhibitors of Polymerase Kappa; AID 588579, 2011; Potency, µM (highest dose often 107 µM), inactives show top-dose activity, negative = inhibition, most hits filed as inhibitors; DNA polymerase kappa (Homo sapiens), Q9UBT6; purified Pol kappa, fluorescent DNA synthesis assay, 10 min; actives 0.53% (n = 400,000); note: potency is the fitted concentration of half-maximal effect; % is set by controls: 0 for no effect and ±100 for the full control effect
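50 nM final substrate added after 15 min RT preincubation of 10 nM Pol kappa with compound; fluorescence read at 0 and 10 min.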
APE1 inh: qHTS Assay for Inhibitors of the Human Apurinic/apyrimidinic Endonuclease 1 (APE1); DNA repair nuclease/redox regulator APEX1 (Homo sapiens), P27695; Potency, µM (titrated, usually from 65.8 µM), for the others: at the highest dose activity change, negative = inhibition, usual class: inhibitors; AID 2517, 2012; actives 0.35% (n = 350,000); recombinant APE1, TAMRA/BHQ-2 abasic DNA cleavage fluorescence;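 note: potency is the fitted concentration of half-maximal effect; plate controls were vehicle for no effect and reference inhibitor for full effect; nearly all actives have a fitted effect of over 55% in size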
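Kinetic fluorescence read (525 ex/598 em nm, three reads 60 s apart) of AP-site incision; signal = third minus first read. Enzyme 0.75 nM, dual-labelled THF duplex 50 nM, compound preincubation 15 min RT.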
An asterisk follows results filed as active; ? = inconclusive; . = no result given; & = joins results of further samples; ! = repeats disagree; [ ] = another dose, or the depositor's remark. Unless noted, calls come from the whole dose curve; as a rule, active = well fitted curve in the direction sought with a large enough effect; inconclusive = small, poorly fitted or top-dose-only effect, or another doubt; inactive = no such curve, though single readings can be large; an effect the other way counts as inactive or inconclusive. These rows are one share of the data. The share of hits here may be higher or lower than overall.

Values run as follows: Pol eta inh | Pol iota inh | Pol beta inh | Apoferritin bind | LDHA inh | Glioma ERSR ind | BLM inh | Pol kappa inh | APE1 inh
- CC1CCCN(c2ccc(C(=O)N3CCC4(CC3)OCCO4)cc2[N+](=O)[O-])C1 (stereo not drawn)
  -19% | 143%[activator] | 1% | -23% | 1 | -2% | -7% | 1% | -2%
- CN1CC2([N+](=O)[O-])CC=C(Cl)C([N+](=O)[O-])(C1)C2 (stereo not drawn)
  -22% | 175%[activator] | 2% | -16% | -4 | -3% | 0% | -14% | 1%
- Clc1cccc(C2NCc3ccccc3-n3cccc32)c1 (stereo not drawn)
  6% | -20% | 23% | -3% | -2&1 | 4% | 1% | 16% | 8%
- Cc1cccc(C(O)(C(=O)NNC(=O)CN2CCN(C)CC2)c2cccc(C)c2)c1
  -14% | 20% | 19%[57.1 µM] | 3% | -6 | 0% | 6% | -6% | -2%
- Cc1ccccc1Cn1cnc2c(oc3ccccc32)c1=O
  5%&-18% | 90%&5%[activator] | -4%&-1% | -20%&-5% | -2&7 | -3%&0% | -5%&-2% | -11%&-10% | 16%
- CN1CCN(c2cccc3c2C(=O)c2ccccc2C3=O)CC1
  -12% | -20% | -25% | -17% | 5 | -9% | 1% | -7% | -9%
- Cc1ccccc1OCC(=O)N1CCN(CCc2ccccn2)CC1
  -15% | -3% | -9% | 1% | -9 | -1% | -1% | -21% | .
- COc1cc(/C=C/c2nc3ccccc3c(=O)n2-c2ccc(Br)c(C)c2)ccc1O
  -10% | 26% | 1% | 52%[activator] | -5 | -2% | -7% | -8%[60.1 µM] | .
- O=C(c1cc(=O)[nH]c2ccc(Br)cc12)N1CCC2(CC1)OCCO2
  -3% | 3% | 22% | -14% | -1 | -3% | -1% | -3% | -2%
- COC(=O)C1=COC(C)C2CN3CCC4(C(=O)Nc5ccccc54)C3CC12 (stereo not drawn)
  -10% | 14% | 2% | -13% | 3 | -2% | -2% | 11% | 1%
- CCN(CC)C(=O)c1c(C)[nH]c(=S)c(C#N)c1-c1ccco1
  -14% | 102%[activator] | 1% | -22% | -7 | -4% | -25% | 4% | -6%
- Cc1cc(NC(=O)c2cccn(Cc3ccccc3)c2=O)no1
  -9% | 20% | 12% | 6% | -4 | -2% | 0% | -5%[60.1 µM] | .
- Cc1c(NC(NC(=O)CF)C(Cl)(Cl)Cl)c(=O)n(-c2ccccc2)n1C (stereo not drawn)
  9% | 59%[activator] | 35% | -3% | -3 | -4% | -13% | -18% | 1%
- CC(C)Oc1ccc(Cc2c(O)[nH]c(=O)[nH]c2=O)cc1
  -4% | -20% | 21% | -10% | 1 | -2% | -4% | -6% | -1%
- O=C1NC(=S)N(Cc2ccco2)C(=O)/C1=C\c1cccs1
  . | . | 1.1µM* | -20% | . | . | 28µM* | . | 3.5µM*
- CC(=O)N1c2ccc(S(=O)(=O)N3CCCC(C(=O)Nc4cc(C)cc(C)c4)C3)cc2CC1C (stereo not drawn)
  -10% | -2% | 5% | ? | -6 | -5% | -10% | -19% | 3%
- COc1ccc(-n2c(-c3ccco3)nc3ccccc3c2=O)cc1
  -6% | 53%[activator] | -23% | -10% | -13 | -6% | 1% | -5% | -4%
- O=C1NC(=O)N(c2ccc(F)cc2)C(=O)/C1=C/c1ccc2c(c1)CCCN2Cc1ccccc1
  20µM* | ? | -25% | -4% | -3 | -2% | -15% | -18% | -10%
- CC(=O)Nc1ccccc1C(=O)C(=O)Nc1cccc(C(=O)N2CCC3(CC2)OCCO3)c1
  -15% | 95%[activator] | 6% | -3% | -7 | 4% | -3% | -7% | -5%
- CC12CC[C@H]3[C@@H](CCC4(O)C[C@H](O)CCC34/C=N/NC(=O)c3ccccc3F)C1(O)CCC2C1=CC(=O)OC1 (stereo partly drawn)
  -11% | 59%[activator] | -14% | -10% | 4 | 3% | -3% | 1% | 9%
- CCC1CN2CCC1CC2C(Oc1cc2ccccc2c2ccccc12)c1ccnc2ccc(O)cc12 (stereo not drawn)
  . | . | . | -1%[15.3 µM] | . | 1% | -2%[12.4 µM] | . | -3%[12.4 µM]
- O=C(Nc1cc(C(F)(F)F)cc(C(F)(F)F)c1)c1cc(Cl)ccc1O
  . | . | . | -5%&1% | . | -5%&-4% | -22%&-20% | 30µM*! | -9%&2%
- CCOP(=O)(OCC)C(O)c1ccc2c(c1)OCO2 (stereo not drawn)
  -6% | -9% | 39% | 4% | -3 | -1% | -1% | -3% | -1%
- CCOC(=O)c1ccc(N=Cc2c(O)n(-c3ccc(OC)cc3)c(=S)[nH]c2=O)cc1
  ? | -1% | -5% | -8% | -8 | 1% | -4% | -25% | -3%
- Cc1c(O)c(O)cc2c1CC=C1[C@]3(C)CC[C@]4(C)CC[C@@](C)(C(=O)O)CC4[C@]3(C)CC[C@]12C (stereo partly drawn)
  . | . | . | -18% | . | -12% | -4% | -6%[60.1 µM] | 1%
- CN1CCC(N2CC3CC(C2)c2cccc(=O)n2C3)CC1 (stereo not drawn)
  5% | 35%[activator] | 3% | -19% | 4 | -1% | 4% | -10% | 4%
- CCn1c(O)c(C=Nc2ccc(S(N)(=O)=O)cc2)c(=O)n(CC)c1=S
  ? | ? | 4% | 7% | -1 | -5% | 4% | -13% | 7%
- O=C(O)c1ccc(Cl)nc1
  -2% | 0% | 3% | 1% | -10 | 0% | 2% | -5% | 17%
- CC[C@@H]1[C@@H]2C[C@H]3[C@H]4N(C)c5ccccc5[C@@]45C[C@@H]([C@@H]2[C@@H]5O)N3[C@H]1O
  . | . | . | -9%[29.3 µM] | . | -4% | -12%[21.4 µM] | -19%[19.4 µM] | .
- Cn1cc(C(=O)OCC(=O)NC2CCCCC2)c2ccccc21
  -1% | -14% | . | . | -13&-2 | -1% | . | -4% | 14%
- CN(C)c1ccc(/C=C/C=C2/C(=O)NC(=O)N(c3ccccc3)C2=O)cc1
  ? | ? | 1% | ? | 0 | ? | 1% | -24% | -8%
- CCn1cc(C(=O)N2CCC3(CC2)OCCO3)c(=O)c2cc(S(=O)(=O)N3CCCC3)ccc21
  -8% | 3% | -2% | -3% | -16 | -3% | -3% | -3% | 2%
- CCNC(C)Cc1cccc(C(F)(F)F)c1 (stereo not drawn)
  . | . | . | 3% | . | -3%&-5% | 5% | -3%[60.1 µM] | -3%
- CC(NCc1ccc(Cl)cc1)C(O)c1ccccc1 (stereo not drawn)
  1% | 26% | 13% | -7% | -15 | -3% | 5% | -1% | -3%
- CCCC(C)n1[nH]c(=O)c2c1NC(=O)CSC2c1ccc(OC)cc1 (stereo not drawn)
  -16% | 22% | 3% | -6% | -3 | 1% | 1% | -14% | -4%
- Cc1cccc(-n2c(O)c(C=NC34CN5CN(CN(C5)C3)C4)c(=O)[nH]c2=O)c1
  -18% | 72%[activator] | -2% | -9% | -1 | -1% | 3% | -5% | 3%
- COC(=O)c1ccc(-n2c(C)nc3ccccc3c2=O)cc1
  -21% | 8% | ? | -12% | -7 | 4% | -7% | 1% | 1%
- Cc1ccc(N(C)C(=O)Oc2ccc(C(=O)c3ccc(Cl)cc3)cc2)cc1
  -18% | 9% | -1% | -2% | 0 | 1% | -1% | -2% | 4%
- O=C1NC(=O)C2(Cc3ccccc3N3CCCC32)C(=O)N1c1cccc(Cl)c1 (stereo not drawn)
  ? | 6% | 3% | -23% | 1 | -1% | -3% | -29% | -1%
- Clc1ccc(C2N3CCCN23)c(Cl)c1 (stereo not drawn)
  -13% | 11% | 5% | -13% | -2 | -7% | -1% | 7% | 1%

3 entries from above, arranged by SMILES length, high to low:
Values run as follows: Pol eta inh | Pol iota inh | Pol beta inh | Apoferritin bind | LDHA inh | Glioma ERSR ind | BLM inh | Pol kappa inh | APE1 inh
- Cc1c(NC(NC(=O)CF)C(Cl)(Cl)Cl)c(=O)n(-c2ccccc2)n1C (stereo not drawn)
  9% | 59%[activator] | 35% | -3% | -3 | -4% | -13% | -18% | 1%
- Cn1cc(C(=O)OCC(=O)NC2CCCCC2)c2ccccc21
  -1% | -14% | . | . | -13&-2 | -1% | . | -4% | 14%
- Cc1ccccc1OCC(=O)N1CCN(CCc2ccccn2)CC1
  -15% | -3% | -9% | 1% | -9 | -1% | -1% | -21% | .

(more compounds)
Values run as follows: Pol eta inh | Pol iota inh | Pol beta inh | Apoferritin bind | LDHA inh | Glioma ERSR ind | BLM inh | Pol kappa inh | APE1 inh
- NC(=O)CSc1nc2cc(S(=O)(=O)N3CCOCC3)ccc2o1
  -8% | 42%[activator] | . | . | -5 | -4% | . | 3% | 8%
- Cc1ccc(OCC(=O)N/N=C\c2ccc(O)c([N+](=O)[O-])c2)c([N+](=O)[O-])c1
  -10% | ? | ? | -16% | -12 | -3% | -5% | -15% | 1%
- CCOC(=O)[C@]12Cc3cc4c(cc3[C@H]1N(Cc1ccccc1)C(=O)c1ccccc12)OCO4
  -10% | 8%&-18% | . | . | -3 | -4%&-3% | . | -13%&3% | .
- O=C(c1cccc2ccccc12)C1CCCN(C2CCC2)C1 (stereo not drawn)
  ? | ? | -10% | -17% | -1 | 1% | 5% | ? | 6%
- N#Cc1cc2c(nc1SCC(=O)Nc1cccc(F)c1)C1CCN2CC1
  0% | 1% | 32% | -11% | -7 | 4% | 0% | -5% | .
- Cc1ccccc1-n1c(-c2ccc([N+](=O)[O-])cc2)nc2ccccc2c1=O
  -24% | 9% | 6% | -2% | -7 | -3% | 2% | -6% | 0%
- O=C(Nc1ccccc1F)OC1CN2CCC1CC2 (stereo not drawn)
  -1% | 32%[activator] | 13% | 4% | -2 | -4% | -9% | 7% | 11%
- COc1cc(/C=N/NP(=S)(c2ccccc2)c2ccccc2)ccc1O
  -14% | -13% | 25% | -5% | -4 | -7% | -9% | -10% | -1%

Screening data deposited in PubChem by National Center for Advancing Translational Sciences (NCATS).
